# Compound activity: PubChem, several laboratories
# GSH bead fluor – compound fluorescence on glutathione beads, profiling panel, artefact control, biophysical, 488/530 nm, flow cytometry. 0.25% of 190,000 active. AID 1776, 2009. fluorescence (KMESF) at 10 µM. GSH beads flow cytometry, compound fluorescence 488/530 nm; stronger effect = higher value; in the data active = fluorescence above about 89;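 note: glutathione beads carrying GST-tagged Bcl family fusion proteins plus one bare bead set; values are compound well signal with DMSO vehicle wells as background; inactives centre near 16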
# HRas wt GTP – modulators of GTP binding to HRas wildtype, primary screen, biochemical, bead-based flow cytometry, multiplex; GTPase HRas (Homo sapiens), P01112; 0.14% of 190,000 active; AID 759, 2007; GST-Ras wt beads, Bodipy-FL-GTP binding; actives lie on both sides; GTP binding activity, % at 10 µM;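 active = GTP binding activity at least 20% away from the 100% baseline, either lowered as inhibitor or raised as activator; inconclusive = flagged as likely green fluorescent, judged across all proteins in the well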;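 note: 0% = unlabeled GTP competition control and 100% = no-compound control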
# Target sequence (P01112 whole entry, looked up): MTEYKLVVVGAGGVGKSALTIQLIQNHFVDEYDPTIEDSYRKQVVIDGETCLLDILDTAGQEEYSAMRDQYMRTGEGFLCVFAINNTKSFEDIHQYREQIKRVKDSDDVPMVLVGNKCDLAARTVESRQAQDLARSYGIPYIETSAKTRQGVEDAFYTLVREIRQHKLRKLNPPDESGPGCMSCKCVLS
# Mcl1-Bid inh – Mcl-1/Bid binding inhibitors, primary screen, biochemical, TR-FRET, 1536-well; Induced myeloid leukemia cell differentiation protein Mcl-1 (Homo sapiens), Q07820; TR-FRET Mcl-1/Bid-Dy647 peptide binding; inhibition, % at 21.7 µM; 0.97% of 220,000 active; AID 1021, 2008;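 active = compounds that cut the binding signal by more than half at the single screening dose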;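 note: His-tagged Mcl-1 with europium anti-His antibody binding Bid BH3 peptide; 0% = Mcl-1 plus peptide wells and 100% = peptide-only wells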
# Target sequence (Q07820 whole entry, looked up): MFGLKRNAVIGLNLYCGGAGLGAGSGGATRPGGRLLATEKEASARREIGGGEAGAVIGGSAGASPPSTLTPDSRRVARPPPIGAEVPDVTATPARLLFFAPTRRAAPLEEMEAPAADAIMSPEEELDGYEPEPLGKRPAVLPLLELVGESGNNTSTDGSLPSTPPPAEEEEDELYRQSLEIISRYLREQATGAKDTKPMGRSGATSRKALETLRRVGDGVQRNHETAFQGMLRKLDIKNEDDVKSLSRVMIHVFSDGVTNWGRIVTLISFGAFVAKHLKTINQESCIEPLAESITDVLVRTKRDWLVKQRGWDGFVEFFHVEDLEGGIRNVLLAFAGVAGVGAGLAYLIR
# Rac1 mut GTP – GTP binding modulators of activated mutant Rac1, primary screen, biochemical, bead-based flow cytometry, multiplex, fluorescent GTP; AID 764, 2007; 0.11% of 190,000 active; percent activity (GTP binding), % at 10 µM; GST-Rac1 activated beads; actives lie on both sides; 100% means binding = to untreated wells;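 active = GTP binding at least 20 percentage points away from the 100% baseline, in either direction, so actives lie on both sides; inconclusive = Compound likely fluorescent itself, or too few beads counted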
# Avidin fluor – green autofluorescence of compounds with avidin beads – biophysical, 488/530 nm, flow cytometry, artefact control, profiling panel; compound fluorescence 488/530 nm; stronger effect = higher value; fluorescence (KMESF) at 10 µM; 0.38% of 220,000 active; AID 1775, 2009; in the data active = fluorescence above about 47; note: inactives centre near 10
# Cdc42 wt GTP – modulators of GTP binding to wildtype Cdc42, primary screen, biochemical, multiplex bead flow cytometry, Bodipy-GTP; Cell division control protein 42 homolog (Homo sapiens), P60953; GST-Cdc42 beads; actives lie on both sides; percent activity (GTP binding), % at 10 µM; 0.2% of 190,000 active; AID 761, 2007;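 active = percent activity GTP binding at least 20 points away from the 100% baseline, either down as inhibitor or up as activator; inconclusive = compound flagged as likely green fluorescent from well-wide comparison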;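 note: median bead fluorescence of bound Bodipy-FL-GTP at 100 nM; 0% = excess unlabeled GTP control and 100% = no compound control; below 100% means less GTP binding so inhibitor and above means activator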
# Target sequence (P60953 whole entry, looked up): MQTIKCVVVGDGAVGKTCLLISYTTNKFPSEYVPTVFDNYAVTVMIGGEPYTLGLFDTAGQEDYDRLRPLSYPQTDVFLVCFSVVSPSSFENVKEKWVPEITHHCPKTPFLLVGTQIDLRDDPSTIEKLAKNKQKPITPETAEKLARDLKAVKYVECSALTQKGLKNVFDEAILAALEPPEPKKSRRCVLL
# Pf gamet viab – late stage P. falciparum gametocyte viability inhibitors, primary screen, ATP luminescence, HTS | AID 743093, 2013 | inhibition, % at 10.9 µM | 0.065% of 150,000 active | P. falciparum stage V gametocytes, 24 h;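 active = inhibition above the mean plus 3 SD of compounds within the control limits, set per campaign, cut at about 38% in these data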;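 note: 0% = DMSO wells and 100% = medium only without gametocytes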
# Rab2 wt GTP – modulators of GTP binding to Rab2A wildtype, primary screen, biochemical, dog, bead-based flow cytometry, multiplex. AID 760, 2007. Ras-related protein Rab-2A (Canis lupus familiaris), P61105. GST-Rab2 wt beads, Bodipy-GTP binding. 0.19% of 190,000 active. GTP binding activity, % at 10 µM;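 active = GTP binding activity at least 20 points away from 100%, either lowered or raised; inconclusive = signal likely due to the compound's own green fluorescence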;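 note: 0% = beads with excess unlabeled GTP and 100% = no-compound control corrected for plate trend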
# Mcl1 Noxa PPI – Mcl-1/Noxa binding inhibitors, primary screen, biochemical, TR-FRET, 1536-well | Induced myeloid leukemia cell differentiation protein Mcl-1 (Homo sapiens), Q07820 | TR-FRET Mcl-1/Noxa peptide binding, 2 h | inhibition, % at 21.7 µM | 1.5% of 220,000 active | AID 1022, 2008;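 active = compounds that cut the protein-peptide binding signal by more than 50% relative to plate controls in a single-dose test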;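 note: His-tagged Mcl-1 with rhodamine Noxa BH3 peptide and terbium anti-His antibody; 0% = Mcl-1 plus Noxa peptide wells and 100% = peptide-only wells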
# Rac1 wt modul – wildtype Rac1 GTP binding modulators, primary screen, biochemical, GST-Rac1 beads, flow cytometry, multiplex; Ras-related C3 botulinum toxin substrate 1 (Homo sapiens), P63000; AID 757, 2007; GTP binding activity (% of control), % at 10 µM; fluorescent GTP binding; actives lie on both sides; 0 = cold GTP competed, 100 = untreated; 0.27% of 190,000 active;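 active = GTP binding activity at least 20 points away from the 100% control level, either lower or higher; inconclusive = compound flagged as likely green fluorescent, judged across all proteins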
# Rab7 wt GTP bind – modulators of GTP binding to Rab7, primary screen, biochemical, wildtype, multiplex bead flow cytometry; GTP binding activity (percent of control), % at 10 µM; Rab7 GTPase wild type (dog), Bodipy-FL-GTP binding; AID 758, 2007; GST-Rab7 beads, fluorescent GTP binding; actives lie on both sides; untreated = 100%, excess cold GTP = 0%; 0.055% of 190,000 active;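 active = fluorescent GTP binding to Rab7 beads changed by at least 20 points from the 100% baseline, either direction, mostly lower; inconclusive = compound itself probably fluorescent, or too few beads counted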;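 note: median green fluorescence of bound Bodipy-FL-GTP per Rab7 bead population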
# The depositor's hits bear a star; ? = inconclusive; / = not tested or not shown.
SMILES,GSH bead fluor,HRas wt GTP,Mcl1-Bid inh,Rac1 mut GTP,Avidin fluor,Cdc42 wt GTP,Pf gamet viab,Rab2 wt GTP,Mcl1 Noxa PPI,Rac1 wt modul,Rab7 wt GTP bind
Cc1cc(C)c(C)c(S(=O)(=O)ON2C(=O)c3ccccc3C2=O)c1C,58,102,-34,98,11,102,-10,104,48,103,100
O=C(CN(Cc1ccco1)C(=O)c1cccc(Cl)c1)Nc1c(Cl)cc(Cl)cc1Cl,11,93,8,95,39,89,/,96,19,89,99
CC(C)C1Oc2cc3oc(=O)ccc3cc2C1=O (stereo not given),23,92,-1,93,4,93,10,94,-14,97,91
Cc1cc(NC(=O)CCCC(=O)N(c2ccccc2)C(C(=O)NC2CCCCC2)c2cccs2)no1 (stereo not given),25,100,-3,100,7,101,/,99,1,107,97
CC(/C=C1\SC(=S)N(CCCC(=O)Nc2ccc(C(=O)O)c(O)c2)C1=O)=C\c1ccccc1,11,101,94*,96,8,98,/,101,111*,101,101
O=C(NC1CC1)C1CCCN(C(=O)Nc2ccc(F)cc2)C1 (stereo not given),10,103,-21,102,5,104,/,103,-2,102,103
Cc1cc(=O)oc(C)c1C(=O)NCc1cccnc1,17,98,-34,96,38,99,/,96,5,96,96
CCOC(=O)C1(CCOc2ccccc2)CCN(Cc2cccc(-n3cccn3)c2)CC1,9,99,-5,95,10,97,7,100,2,99,103
Cc1cc(C)n(C(=O)c2cc3c(s2)CCCC3)n1,30,103,1,102,17,106,/,103,-8,105,98
COC(=O)Cc1cc(=O)[nH]c(/N=C(\N)Nc2ccccc2C)n1,68,100,1,99,6,99,/,99,-2,105,96
Cc1nnc(C)c2c(C)n(-c3ccc4ncccc4c3)c(C)c12,9,100,-80,96,9,95,/,96,20,102,103
Cc1ccc(C(=O)c2cn[nH]c2-c2cc(Cl)ccc2O)cc1,21,104,-4,98,8,104,/,103,13,100,97
O=C(Nc1ccnc(-c2cccnc2)n1)c1ccc(Cl)c(Cl)c1,15,100,0,99,27,103,/,100,-201,102,102
CC(C)(C)NC(=O)CN(C(=O)CS(=O)CC(=O)Nc1ccc(F)cc1)c1ccc(F)c(Cl)c1 (stereo not given),16,105,-17,102,6,108,17,104,-16,107,102
Cc1ccc(C)c(NC(=O)c2nnn(Cc3ccccc3C)c2N)c1,17,93,5,92,16,92,5,91,0,89,92
COc1ccccc1CNC(=O)CN1C(=O)CSc2ccc(S(=O)(=O)N3CCCC3)cc21,15,100,2,98,6,98,/,100,-24,103,103
CC(C)(C)C(=O)c1no[n+]([O-])c1/C(=N/O)C(C)(C)C,32,101,-12,100,5,108,/,102,6,110,98
COc1ccc(N2CCN(C(=O)CCCN3C(=O)c4cccc5cccc(c45)C3=O)CC2)cc1,12,102,-6,100,12,103,22,102,36,105,105
Cc1ccc(C(=O)Nc2ccncc2)o1,13,98,-1,99,8,99,-8,100,14,101,100
O=C(Nc1ccccc1C(F)(F)F)N1CCN(c2ccc3nncn3n2)CC1,19,96,-21,99,6,100,/,98,1,102,100
Cc1cccc(NC(=O)c2ccccc2OCC(=O)N2CCOCC2)c1C,36,100,-23,102,6,103,4,98,1,105,96
COc1cccc(-n2c(CN3CCN(c4ccccc4)CC3)nc3ccc([N+](=O)[O-])cc3c2=O)c1,6,103,-40,101,12,105,10,101,16,107,103
CC(C)c1cc(N2CCN(C(=O)c3ccco3)CC2)n2c(nc3ccccc32)c1C#N,13,91,-23,93,7,91,/,90,24,90,95
Cc1ccc(SCCNC(=O)c2cccc([N+](=O)[O-])c2C)cc1,36,95,-29,90,26,93,1,94,8,93,96
CNC(=O)Cn1nc(C)c2ccccc2c1=O,9,101,-3,97,13,97,-2,99,2,98,99

# Part of the list above in order of length of the SMILES, falling:
SMILES,GSH bead fluor,HRas wt GTP,Mcl1-Bid inh,Rac1 mut GTP,Avidin fluor,Cdc42 wt GTP,Pf gamet viab,Rab2 wt GTP,Mcl1 Noxa PPI,Rac1 wt modul,Rab7 wt GTP bind
CC(/C=C1\SC(=S)N(CCCC(=O)Nc2ccc(C(=O)O)c(O)c2)C1=O)=C\c1ccccc1,11,101,94*,96,8,98,/,101,111*,101,101
O=C(CN(Cc1ccco1)C(=O)c1cccc(Cl)c1)Nc1c(Cl)cc(Cl)cc1Cl,11,93,8,95,39,89,/,96,19,89,99
Cc1ccc(C(=O)Nc2ccncc2)o1,13,98,-1,99,8,99,-8,100,14,101,100

# Next part
SMILES,GSH bead fluor,HRas wt GTP,Mcl1-Bid inh,Rac1 mut GTP,Avidin fluor,Cdc42 wt GTP,Pf gamet viab,Rab2 wt GTP,Mcl1 Noxa PPI,Rac1 wt modul,Rab7 wt GTP bind
CCOC(=O)C(CC)n1cnc2c(oc3ccccc32)c1=O (stereo not given),27,98,-13,98,17,101,/,100,17,101,100
COC(=O)c1sccc1NS(=O)(=O)c1ccc(OC)cc1,36,102,8,100,14,101,/,102,13,104,105
N#Cc1nc(-c2cccc3ccccc23)oc1NCCN1CCCCC1,13,100,-37,98,6,98,4,98,0,100,100
CC1CCCCC1NC(=O)c1ccc(S(=O)(=O)NCC2CCCO2)cc1 (stereo not given),10,99,-3,97,10,95,-6,101,6,104,104
CCOC(=O)c1cc(C)n(Cc2cccc(OC)c2OC)c1C,35,97,-24,95,9,96,/,96,4,101,101
O=C(c1ccccc1)N1CCC(c2nc3c(nnn3Cc3ccco3)c(=O)[nH]2)CC1,26,98,-17,95,7,97,/,100,3,102,100
CC(=O)Nc1ccc(S(=O)(=O)Nc2nccc(/C=C/c3ccc(Cl)cc3)n2)cc1,22,98,-2,97,9,95,-44,96,5,100,100
CN(C)c1ccc(C(=O)/C=C/c2ccco2)cc1,13,100,-81,99,14,98,-2,98,39,102,101
O=C(CN1CCCN(S(=O)(=O)c2ccc(Br)cc2)CC1)Nc1ccc2c(c1)OCO2,15,102,2,99,25,105,/,100,7,106,101
O=C(N1CCCCC1)N1CCCN(C(=O)N2CCCCC2)CC1,20,97,-1,95,8,97,6,95,-1,96,99
Cc1cnn(C(=S)NCC2CCCO2)c1 (stereo not given),10,96,-4,96,17,99,/,96,3,100,98
O=C(N1CCCC1)C12CCC3CC(CC(C3)C1)C2,22,105,3,103,31,106,/,105,-4,108,100
CCOc1ccc2nc(NC(=O)c3cccc(-c4cc5ccccc5oc4=O)c3)sc2c1,13,97,84*,98,74*,95,-13,96,76*,101,95
CCOC(=O)C1CN(S(=O)(=O)c2cccc(C(F)(F)F)c2)c2cc(CC(=O)OC)ccc2O1 (stereo not given),16,103,-2,102,26,104,2,104,3,104,103
Cc1ccc(C2=NN(CC(=O)NCc3cccnc3)C(=O)CC2)cc1,12,100,-11,99,8,102,/,100,12,101,106
Cn1c(=O)c2c(nc(NCCOc3ccc(C(C)(C)C)cc3)n2C)n(C)c1=O,20,103,-18,99,5,100,6,100,-10,104,106
COc1ccc(Cl)cc1C(=O)NNC(=O)c1cccc(S(=O)(=O)N(C)C)c1,13,101,14,98,13,102,/,98,3,100,97
c1ccc(-c2csc(NNC3=NCCCCC3)n2)cc1,22,97,-27,94,13,99,2,97,/,96,95
O=C(CSc1ccc2c(c1)OCCO2)Nc1ccc2c(c1)OCO2,25,98,6,100,21,102,/,99,14,102,99
CCOC(=O)CN(C#N)c1nc(N(C)C)nc(N(C)C)n1,9,97,-8,98,18,99,-2,98,-3,99,97
Cc1ccc(C(=O)C(OC(=O)c2cnccn2)c2ccccc2)cc1C (stereo not given),22,?,0,?,10,?,-17,?,7,?,?
O=C(CCC(=O)Nc1nnc(C2CCCCC2)s1)NCC1CCCO1 (stereo not given),10,104,-31,101,22,103,14,100,3,104,99
COc1ccc(-n2cc(C(=O)c3cc4ccccc4oc3=O)c(C(C)=O)n2)cc1,5,97,-24,97,9,99,0,95,0,97,93
Cc1[nH]nc2c1C(c1cccc(O)c1)C1=C(CC(C)(C)CC1=O)N2 (stereo not given),30,102,-17,98,9,101,/,101,2,103,100
COc1ccc(NC(=O)Cn2nc3n(c2=S)CCC3)cc1,11,106,-1,103,9,108,14,105,-12,112,105
CCOc1nc(NCCO)nc(NCCC2=CCCCC2)n1,13,102,-23,103,7,102,/,101,-1,105,94
CCOC(=O)c1[nH]c(C)c(C(=O)NC2CCCCC2)c1C,24,96,-24,101,3,98,/,98,11,104,93
O=C(NCCc1cccc(Cl)c1)c1cccnc1,23,96,-3,94,11,96,/,97,1,94,98
NS(=O)(=O)c1ccc(NN=C2CCCCC2)c([N+](=O)[O-])c1,4,100,-24,102,10,97,13,101,-1,107,97

# Given with two lines to a compound: entries from further up
# Each structure is followed by: GSH bead fluor, HRas wt GTP, Mcl1-Bid inh, Rac1 mut GTP, Avidin fluor, Cdc42 wt GTP, Pf gamet viab, Rab2 wt GTP, Mcl1 Noxa PPI, Rac1 wt modul, Rab7 wt GTP bind
O=C(CCC(=O)Nc1nnc(C2CCCCC2)s1)NCC1CCCO1 (stereo not given)
  10, 104, -31, 101, 22, 103, 14, 100, 3, 104, 99
CC1CCCCC1NC(=O)c1ccc(S(=O)(=O)NCC2CCCO2)cc1 (stereo not given)
  10, 99, -3, 97, 10, 95, -6, 101, 6, 104, 104
Cc1nnc(C)c2c(C)n(-c3ccc4ncccc4c3)c(C)c12
  9, 100, -80, 96, 9, 95, /, 96, 20, 102, 103
Cc1cc(NC(=O)CCCC(=O)N(c2ccccc2)C(C(=O)NC2CCCCC2)c2cccs2)no1 (stereo not given)
  25, 100, -3, 100, 7, 101, /, 99, 1, 107, 97
COc1ccc(Cl)cc1C(=O)NNC(=O)c1cccc(S(=O)(=O)N(C)C)c1
  13, 101, 14, 98, 13, 102, /, 98, 3, 100, 97

# This is a random part of the collection. About 3% of those tested had a hit in this group.
